# Screening data (PubChem)
# TbREL1 inh: TbREL1 inhibition, primary screen; AID 1117264; 0.49% of 89,000 active; inhibition, % at 9.66 µM; TbREL1 RNA ligation, FRET fluorescence; P86926;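 active means inhibition above the mean inhibition across all screened compounds plus 3 SD, cut at about 11% in these data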;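 further: 0% = plate median of test wells and 100% = NSC42067 control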
# Target sequence (P86926 whole entry, looked up): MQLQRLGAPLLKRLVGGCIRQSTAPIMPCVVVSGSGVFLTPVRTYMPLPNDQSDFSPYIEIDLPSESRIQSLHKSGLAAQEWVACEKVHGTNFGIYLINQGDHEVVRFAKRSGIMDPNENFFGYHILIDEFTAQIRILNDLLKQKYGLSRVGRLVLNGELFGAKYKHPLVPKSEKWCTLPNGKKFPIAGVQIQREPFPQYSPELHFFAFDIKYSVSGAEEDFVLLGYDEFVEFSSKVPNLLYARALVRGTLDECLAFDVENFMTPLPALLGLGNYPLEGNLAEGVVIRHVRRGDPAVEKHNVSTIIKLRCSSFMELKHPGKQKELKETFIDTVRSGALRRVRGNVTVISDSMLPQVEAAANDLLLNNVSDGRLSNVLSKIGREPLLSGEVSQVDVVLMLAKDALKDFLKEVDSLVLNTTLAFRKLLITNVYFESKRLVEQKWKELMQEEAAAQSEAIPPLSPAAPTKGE
# Numbers without * were called inactive.
SMILES,TbREL1 inh
CCC(C)(O)C(=O)N[C@H]1CCCN1C(=O)/C=C/c1ccccc1 (stereo partly drawn),-3
Cc1occc1-c1nnc(SCC(N)=O)o1,1
CC(C)CCOP(=O)(c1ccc(N(C)C)cc1)C(O)c1ccccn1 (stereo not drawn),-2
O=C(CS(=O)(=O)Cc1ccccc1)Nc1nnc(C2CCCCC2)s1,-1
COCc1cc(=O)[nH]c2cc(NC(=O)C(F)(F)F)c(C)cc12,-1
COc1cccc(C(C)(O)c2nc(-c3cnn(C)c3)cs2)c1 (stereo not drawn),1
COc1ccc(CC(=O)N/N=C(\C)CC(=O)Nc2cccc(F)c2)cc1,1
CCOC(=O)[C@H]1[C@H]2COc3ccc(C)cc3[C@@H]2N2C(=O)c3cc(OC)c(OC)cc3NC(=O)[C@@]12C,7
Cc1ccc(Cn2c(CCNc3nc(-c4ccc(Cl)c([N+](=O)[O-])c4)cs3)nc3cc(Cl)c(Cl)cc32)cc1,0
COc1ccc(S(=O)(=O)Nc2ccc3c(c2)C(=O)N([C@H](C)CO)C[C@H](C)[C@@H](CN(C)Cc2ccncc2)OCCCC[C@@H](C)O3)cc1,-1
Cc1cc(=O)[nH]c(N/N=C/c2ccco2)n1,8
Cc1ccccc1CN1CCCOCCS1(=O)=O,1
Cc1ccc(C(=O)C2CCN(CC(=O)N(C)C3CCCCC3)CC2)cc1,-1
CC(=O)c1c(COC(=O)c2ccncc2)nc2ccccc2[n+]1[O-],0
Cn1nc(-c2ccc(C(=O)O)cc2)c2ccccc2c1=O,0
Cc1ccc2cc(CCNC(=O)c3ccc(S(=O)(=O)N4CCOCC4)cc3)c(=O)[nH]c2c1C,1
CC(C)OC(=O)CSc1nnc(CNc2ccc(Cl)cc2)n1C,-3
CN(CC(=O)Nc1ccc(F)cc1)C(=O)COc1ccc(C(=O)c2ccccc2)cc1,-3
Cc1cccc(-c2cnn(-c3cccc([N+](=O)[O-])c3)c2N)c1,-2
COc1ccc(-c2nnc3n2CCCCC3)cc1OC,3
O=C(Nc1cccc(Br)c1)OC1CC2CC1[C@H]1CCCCN1[C@H]2Cc1ccccc1 (stereo partly drawn),2
Cc1ccc(S(=O)(=O)NCc2nc3ccccc3c(=O)n2N)cc1,2
Cc1ccc(C(=O)NCC(=O)N(C)CC(=O)Nc2c(Cl)cccc2Cl)s1,2
O=C(COc1ccccc1)NCC(=O)Nc1ccncc1,2
Cc1cc2oc(C(=O)NCc3ccc4c(c3)OCO4)c(C)c2cc1C,3

# Reprinted at random: 3 records from the list, in no set order.
SMILES,TbREL1 inh
COc1ccc(-c2nnc3n2CCCCC3)cc1OC,3
CCC(C)(O)C(=O)N[C@H]1CCCN1C(=O)/C=C/c1ccccc1 (stereo partly drawn),-3
Cc1ccccc1CN1CCCOCCS1(=O)=O,1

# Next part:
SMILES,TbREL1 inh
COc1ccc(C)cc1NC(=O)C(=O)NCc1ccncc1,-3
CCOC(=O)c1cc(C)n(CCc2ccccc2)c1C,-6
COCC(C)NC(C(=O)Nc1ccc(Cl)c([N+](=O)[O-])c1)c1ccccc1 (stereo not drawn),2
COc1ccccc1C(=O)NS(=O)(=O)c1ccc(C)cc1,0
CCn1c(COc2ccccc2C)nnc1SCC(=O)O,-5
Cc1ccc(CN2CCC(c3cc(-c4cccs4)n[nH]3)CC2)cc1,1
Cc1ccc(CN2CC(=O)N3[C@H]4c5ccccc5OC[C@@H]4[C@H](c4ccccc4)[C@]3(C)C2=O)cc1,-3
Cc1scc(C(=O)N/N=C/c2ccc(Cl)s2)c1C,0
N/C(Cc1ccc(Cl)c(Cl)c1)=N\OC(=O)c1cccs1,2
Cc1ccc(NC(=O)CNc2ccc(OC(C)C)cc2)c(C)c1,5
Cc1cc(Nc2ccccc2)n(C(=O)c2ccccc2)n1,0
CCOc1ccccc1NC(=O)C1CCCN1S(=O)(=O)c1ccccc1C(F)(F)F (stereo not drawn),1
COc1ccc(NC(=O)c2cc(-c3ccco3)nc3ccccc23)cn1,-2
CCN1CCCC1CNC(=O)C(=O)NCCc1ccc(OC)c(OC)c1 (stereo not drawn),2
Nc1nc(SCc2nc3scc(-c4cccs4)c3c(=O)[nH]2)n[nH]1,-3
N#Cc1cncc(-c2ccc3c(c2)OCCOCCOCCOCCOCCO3)n1,4
Cc1cccc(N(C(=O)CNC(=O)c2cccs2)C(C(=O)NC2CCCC2)c2ccncc2)c1 (stereo not drawn),6
O=C(Nc1ccc2c(c1)OCO2)c1cccc(Cl)c1,4
Cc1cc(-c2nnc(CCC(=O)N(C)C(C)c3cccs3)o2)no1 (stereo not drawn),5
COc1ccc(OCC(=O)Nc2ccc(N3CCN(C(=O)c4ccco4)CC3)cc2)cc1,0
CCC(c1ccccc1)c1nc(-c2cccnc2)no1 (stereo not drawn),-4
O=C(CCS(=O)(=O)c1ccc(Br)cc1)Nc1ccc(Br)cc1F,3
CCN(C(=O)CSc1cccc[n+]1[O-])C1CCCCC1,6
CCNC(=S)Nc1cccc(S(=O)(=O)Nc2ccccc2OC)c1,-5
CCCCn1c(-c2ccc(C(C)(C)C)cc2)nc2cc3[nH]c(=O)c(C(C)C)nc3cc21,5
SMILES,TbREL1 inh
O=C(NN=Cc1cccc(OCc2ccccc2)c1)c1cc(-c2ccc(Cl)cc2)n[nH]1,4
CCCN(CC1CC1)C(=O)CNc1nnnn1-c1ccccc1,0
CCOc1ccc(N2CC(C(=O)N3CCCCCC3)CC2=O)cc1 (stereo not drawn),0
Cc1[nH]nc(C(=O)NN=Cc2ccccc2Cl)c1N=NN(C)C,2
NC1=NC(=O)CC(C(=O)NCc2ccccc2)S1 (stereo not drawn),5
Cc1cccc(OCC(=O)OCC(=O)Nc2sccc2C(N)=O)c1,2
Cc1cc(OC(=O)c2c(Cl)cc(Cl)cc2Cl)nc(C)n1,-1
COc1ccc(NN=Nc2nc3c([nH]2)c(=O)n(C)c(=O)n3C)cc1,-3
Cc1ccc(N/N=C/c2ccc3c(c2)OCCO3)cc1Cl,-1
C=Cc1ccc(Cn2c(C)c(C(=O)NCc3ccc4c(c3)OCCO4)sc2=O)cc1,-1
CCn1c(CNC(=O)Cc2ccc(OC)cc2)nnc1SCC(=O)NC1CCCCC1,-2
O=C1N[C@@H](c2ccccc2)COC(=O)[C@@H](Cc2ccc(F)cc2)C/C=C\C[C@H]1CC(=O)N(CCO)Cc1ccccc1,4
CN(C)c1ccc(C(CNS(=O)(=O)c2ccc(F)c(F)c2)c2c[nH]c3ccccc23)cc1 (stereo not drawn),-3
Cc1cccc(NC(=S)Nc2ccccn2)c1C,-2
CC(=O)N1CCC(N(CCCOC(C)C)C(=O)Nc2ccc(C)c(C)c2)CC1,-4
O=C(COC(=O)c1ccc(Cl)cc1)NC(=O)NC1CCCC1,2
Cc1ccccc1NC1=C(Cl)C(=O)OC1OC(=O)c1ccccc1C (stereo not drawn),-4
COc1cc(CN2CCC(C(=O)N3CCN(c4ccccc4F)CC3)CC2)cc(OC)c1O,-1
CC(C)(C)OC(=O)N1CCC(NC(=O)c2nc[nH]c2C(=O)NCc2ccccc2)CC1,2
CC(/C=C1\SC(=S)N(CCC(=O)Nc2nc(C)cs2)C1=O)=C\c1ccccc1,0
N#Cc1ccccc1S(=O)(=O)N1CCN(C(=O)CCc2ccccc2)CC1,-1
O=S(=O)(NCCSc1nnc(-c2ccco2)n1-c1ccccc1)c1ccccc1,0
Cc1ccc(C(=O)O/N=C(/c2nonc2N)N(C)C)cc1,1
C/C(=N\NC(=S)NCCc1ccccc1)c1ccc(O)cc1O,-2
CCn1c(CNc2nc3ccccc3n2C(C)C)nc2ccccc21,3

# 4 entries from above, field by field:
Cc1ccc(C(=O)O/N=C(/c2nonc2N)N(C)C)cc1
  TbREL1 inh: 1

O=S(=O)(NCCSc1nnc(-c2ccco2)n1-c1ccccc1)c1ccccc1
  TbREL1 inh: 0

C=Cc1ccc(Cn2c(C)c(C(=O)NCc3ccc4c(c3)OCCO4)sc2=O)cc1
  TbREL1 inh: -1

CC(/C=C1\SC(=S)N(CCC(=O)Nc2nc(C)cs2)C1=O)=C\c1ccccc1
  TbREL1 inh: 0

# 3 entries already listed, ordered by number of heavy atoms, smallest number first:
SMILES,TbREL1 inh
NC1=NC(=O)CC(C(=O)NCc2ccccc2)S1 (stereo not drawn),5
Cc1ccc(N/N=C/c2ccc3c(c2)OCCO3)cc1Cl,-1
CCCN(CC1CC1)C(=O)CNc1nnnn1-c1ccccc1,0

# Carrying on.
SMILES,TbREL1 inh
COc1ccc(C2=NCCn3nc4cc(OC)ccc4c32)cc1,0
Cc1ccc(N(CC(=O)O)S(=O)(=O)c2cccc3nonc23)cc1,-5
COc1ccccc1OCC(=O)Nc1cccc(-c2nnc(-c3ccco3)o2)c1,8
CC(=O)Nc1ccc(CN2C(=O)C(C)(C)ON=C2c2ccc(C(F)(F)F)cc2)cc1,-2
N#Cc1c(-n2cccc2)cccc1-n1cccc1,3
Cc1nc(SCC(=O)NCC2CCCO2)nc(C)c1C (stereo not drawn),6
COc1ccc(Cl)cc1CC1(C)C(=O)Nc2c(Cl)cccc21 (stereo not drawn),1
CSc1nsc(SCC(=O)N2CCCCC2)n1,2
COc1cc(OC)c(N(C)C(=O)c2cc3c(s2)-c2ccccc2S(=O)(=O)C3)cc1Cl,-3
COc1ccc(-n2c(Cc3cccn3C)nnc2SCC(=O)N2CCCC2)cc1,-2
CC1=CC(C)C2COC(c3ccc[n+](C)c3)C1C2C (stereo not drawn),-2
CCSc1ccccc1C(=O)NC1CCCCC1,2
C[C@@H]1CN([C@@H](C)CO)C(=O)c2cc(Br)cnc2O[C@H]1CN(C)C(=O)c1cccc(F)c1,5
CCOC(=O)c1ccc(S(=O)(=O)N2CCN(S(=O)(=O)CC)CC2)cc1,0
O=C(NCc1ccco1)c1ccc(COc2cc(Cl)ccc2Cl)cc1,-2
CCOC(=O)C1=C(CSc2nccn2C)NC(=O)NC1c1ccc2c(c1)OCO2 (stereo not drawn),0
C=CCN(C)C(C#CCCCC)c1ccccc1 (stereo not drawn),2
Cc1ccccc1N(CC(=O)NC1CCCC1)C(=O)C1(C)CC(=O)N=C2C=CC(Cl)=CN21 (stereo not drawn),-1
CCOC(=O)C1CCN(C(C)=C2C(=O)c3ccccc3C2=O)CC1,4
COc1ccc(-c2cccc(C(=O)Nc3ccc(OC)c(OC)c3)c2)cc1,-1
COc1ccc(Nc2nc(Nc3ccc(OC)cc3OC)nc(N3CCN(C)CC3)n2)c(OC)c1,-2
CN(C)c1ccc(NC(=O)c2sc(SCC(=O)Nc3ccc(Br)cc3)nc2N)cc1,-4
Cn1c(SCc2ccccn2)nnc1-c1ccccc1,-2
CC(OC(=O)c1ccc(F)c(S(=O)(=O)N2CCOCC2)c1)C(=O)NCC1CCCCC1 (stereo not drawn),2
COCCCNC(=O)Cn1c(=O)n(Cc2ccc(C(=O)NCCc3ccc(OC)c(OC)c3)cc2)c(=O)c2ccccc21,-2

# The last five records of the section before are carried over, then new ones follow:
SMILES,TbREL1 inh
COc1ccc(Nc2nc(Nc3ccc(OC)cc3OC)nc(N3CCN(C)CC3)n2)c(OC)c1,-2
CN(C)c1ccc(NC(=O)c2sc(SCC(=O)Nc3ccc(Br)cc3)nc2N)cc1,-4
Cn1c(SCc2ccccn2)nnc1-c1ccccc1,-2
CC(OC(=O)c1ccc(F)c(S(=O)(=O)N2CCOCC2)c1)C(=O)NCC1CCCCC1 (stereo not drawn),2
COCCCNC(=O)Cn1c(=O)n(Cc2ccc(C(=O)NCCc3ccc(OC)c(OC)c3)cc2)c(=O)c2ccccc21,-2
CCCCNC(=O)CCn1c(=O)c2ccccc2n(CC(=O)Nc2ccccc2OCC)c1=O,2
COc1ccc(CCNC(=O)CNS(=O)(=O)c2ccc(Br)cc2)cc1,4
COc1ccc(Nc2nc(N)nc(C(F)(F)F)n2)c(OC)c1,-2
Cc1ccccc1N1CCN(S(=O)(=O)c2ccc3oc(=O)ccc3c2)CC1,-1
CCOc1ccc(S(=O)(=O)Nc2ccc(O)c(Sc3ncn[nH]3)c2)cc1,-4
CCCCc1ccc(NC(=O)C(C)CC)cc1 (stereo not drawn),1
CC1(Cc2ccc(F)c(Cl)c2)C(=O)Nc2c(Cl)cccc21 (stereo not drawn),-4
Cc1oc(-c2cccs2)nc1CN1CCC(C(=O)N2CCCC2)CC1,4
Cc1cc(C(=O)COC(=O)c2cccnc2Cl)c(C)n1C,-4
CCCOc1ccc(C(=O)NCC(c2cccs2)N(C)C)cc1OC (stereo not drawn),-1
O=C(CN1C(=O)NC2(CCCCCC2)C1=O)Nc1ccc(Br)cc1Br,6
COCCn1c(=O)[nH]c2cc(C(=O)Nc3cccc(F)c3)ccc2c1=O,2
CN(C)S(=O)(=O)c1cccc(NC(=O)CC23CC4CC(CC(C4)C2)C3)c1,0
FC(F)(F)c1ccc2c(c1)N1CCCC1CN2 (stereo not drawn),-3
O=C(NCC(=O)N(c1ccc(Cl)cc1)C(C(=O)NC1CCCC1)c1cccnc1)c1ccco1 (stereo not drawn),5
COc1ccc(C(c2c(NC(C)=O)sc3c2CCCC3)N2CCN(CCO)CC2)cc1OC (stereo not drawn),-2
COC(=O)c1[nH]c2cc(OC)ccc2c1NC(=O)CN1CCC(C(N)=O)(N2CCCCC2)CC1,-3
COc1ccc(C2CC(C(F)(F)F)n3ncc(C(=O)NCc4cccnc4)c3N2)cc1OC (stereo not drawn),-1
COc1ccc(CCNC(=O)CC2Nc3cc(C)c(C)cc3NC2=O)cc1OC (stereo not drawn),2
Cc1cccc(C)c1NC(=O)CN(C)C(=O)c1cccc(S(=O)(=O)N2CCN(C)CC2)c1,2
CC(=O)C1=C(C)Nc2ncnn2C1c1cccc(OCc2ccccc2)c1 (stereo not drawn),-2
CCN(C(=O)c1cc(Cl)ccc1OC)C1CCCCC1,-1
CCc1[nH]nc2c1C(c1ccc(C)o1)C(C#N)=C(N)O2 (stereo not drawn),3
Cc1cc(C)c(NC(=O)CSc2nc(=O)n(CCN3CCOCC3)c3c2CCC3)c(C)c1,1
CC(C)(C)OCC(NC(=O)C(CC(N)=O)NC(=O)OC(C)(C)C)C(=O)OC(C)(C)C (stereo not drawn),-3
CC(C)CN1C[C@@H]2CSCCS(=O)(=O)N2C1=O,9
COc1cc(S(=O)(=O)N2CCN(c3ccc(F)cc3)CC2)ccc1Cl,5
CCS(=O)(=O)c1nc(S(=O)(=O)c2ccc(C)cc2)c(N2CCCC(C)C2)s1 (stereo not drawn),-1
CCN(CC)S(=O)(=O)c1ccc(N/N=C/c2cccnc2)nc1,1

# Only part of the results is shown; the hit share may differ from the screen's.
